WT yeast gro inh: growth inhibition of WT yeast, mitochondrial fusion screen; hit rate 2.1% among 190,000; inhibition, % at 10 µM; AID 1362; mitochondrial fusion phenotypic screen, WT strain; in the data active = inhibition above about 58%; tested in S. cerevisiae
M17LAP inhibition: P. falciparum M17LAP inhibitors, primary screen, biochemical, fluorogenic H-Leu-NHMec substrate, 1536-well (AID 1619); recombinant M17LAP, H-Leu-NHMec fluorogenic kinetic assay; higher % means a stronger effect; one-dose inhibition, % at 30 µM; IC50 in µM for titrated hits; hit rate 0.38% among 220,000;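 active = compound inhibiting the enzyme by more than half at any dose during confirmatory dose-response retesting; inconclusive = strong single-dose inhibitors picked by rank but not retested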;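 also: plate controls were full reaction with DMSO carrier for no effect and no enzyme background for full effect; strong numbers were not always called active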
Dynein transport: dynein cargo transport inhibition | 3617.4 mouse cells, GR-EGFP nuclear translocation imaging; test concentration mostly 20 µM; stimulated with dexamethasone, 1 µM; stronger effect = lower value | z-score, hits read low | hit rate 0.47% among 220,000 | AID 1381;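 active = plate z-score of nuclear minus cytoplasmic receptor signal below a set negative limit, without overly bright fluorescence or cell loss, cut at about -3.5 in these data, passing the limit was not always enough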;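 also: z-score of nuclear minus cytoplasmic ring GR-EGFP intensity difference per well; some compounds called inactive have numbers as strong as hits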
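Also added – dexamethasone, 1.0 µM final · Buffer or medium – tet-free, stripped-serum medium · Schedule – induction 48 h, compound 1 h, agonist 30 min · Detection – formaldehyde fixation, Hoechst nuclear stain, 10x automated fluorescence imaging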
Yfh1-depleted yeast: enhancers of respiration in Yfh1-depleted yeast, dose response, Friedreich's ataxia, plus single-dose screen (AID 1465); hit rate 0.074% among 220,000; S. cerevisiae Yfh1-off respiration, WST-1 reduction, 72 h; higher fold induction means a stronger effect; fold induction at 50 µM; hits with a dose series show EC50 in µM;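 active = fold induction of absorbance versus untreated yeast above a set limit, then at least 30% activation at any dose in follow-up; inconclusive = repeats straddling the limit, or above it without dose testing; inactive = fold induction below the set limit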;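 also: activators that raise dye reduction in frataxin-depleted yeast; strong numbers were not always called active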
P. falciparum M1AAP: malaria alanyl aminopeptidase activity blockers – biochemical, fluorogenic H-Leu-NHMec substrate, 1536-well (AID 1445). recombinant M1AAP, H-Leu-NHMec fluorogenic kinetic assay; higher % means a stronger effect. inhibition, % at 30 µM; hits with a dose series show IC50 in µM. hit rate 0.42% among 220,000;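 active = primary inhibition above the hit cutoff, then over 50% inhibition at one or more dose response concentrations, cut at about 23% in these data, passing the limit was not always enough; inconclusive = conflicting primary data, or primary hits not chosen for dose response; inactive = low primary inhibition, or under 50% at every dose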;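 also: plate controls were DMSO full reaction for no effect and no enzyme background for full effect; strong numbers were not always called active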
Autophagy mod: autophagy modulation, high-content screen; MEF GFP-LC3 puncta imaging; test concentration mostly 10 µM; calls only at 10 µM (by protocol); hit rate 0.98% among 190,000;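 active = percentage of spot-positive cells more than 3 SD above its plate mean, without a fluorescence outlier flag or 80% toxicity; inconclusive = no clear call, values can overlap the other calls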;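 also: spot-positive cell cutoff set from DMSO-treated cells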
T cell HTS: T cell immune modulation candidate; AID 2052; 2C CD8+ T cell-vesicle binding, flow cytometry; stronger effect = lower value; hit rate 0.068% among 330,000; calls only at 7 µM;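 active = response, share of CD8 T cells binding vesicles, and their 90th percentile fluorescence all below set limits, cut at about 80% in these data, passing the limit was not always enough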
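Test system: purified 2C TCR transgenic mouse naive CD8+ T cells. Probe or stimulus: QL9-peptide-loaded Drosophila micro-vesicles bearing Ld, ICAM-1 and B7-1. Incubation: binding step 1.5 h, 37 °C, antibody labelling 20 min, ice. Measured by: flow cytometry of vesicle-bound cells.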
bCat nuc transl: beta-catenin nuclear translocation modulation; HeLa beta-catenin nuclear translocation, immunofluorescence imaging; nuclear translocation activity, % at 5 µM; hit rate 0.3% among 190,000;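 active = nuclear translocation activity above 50% at 5 µM, with a well cell count of 50 or more; inconclusive = wells under 50 cells across six images, flagged as toxic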;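 also: per-cell ratio of nuclear to cytoplasmic median beta-catenin stain intensity; plate controls were DMSO negative control for no effect and GSK-3 inhibitor IX positive control for full effect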
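Test system: human HeLa cells, native beta-catenin. Compound dosing: 5 µM primary single dose, 0.1% DMSO, 0.02–20 µM confirmation series. Incubation: compound exposure 24 h at 37°C. Detection: beta-catenin immunostaining with DAPI counterstain, 20x imaging, 6 fields/well. Read-out basis: Nuclear/cytoplasmic beta-catenin signal ratio, % activation.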
MT stabilizer: microtubule stabilization, imaging screen | HeLa tubulin immunostaining HCS, 24 h; share of cells brighter than vehicle mean+2SD | % tubulin-high responders, % at 10 µM | hit rate 0.83% among 200,000 | AID 2205;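 active = plate Z-score above 3 for both tubulin-high and condensed-nucleus cell shares, with cell loss under 80%, at 10 µM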;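 also: anti alpha tubulin signal scored within the nucleus-defined area of each cell; some results filed as inactive read as strong as hits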
WT yeast gro inh mutant strain: recorded beside WT yeast gro inh, whose call it bears; inhibition, %; mitochondrial fusion phenotypic screen, mutant strain inhibition
Dynein transport cytoplasmic EGFP: second read-out of Dynein transport, no call of its own (marks repeat the call); z-score; measured here: cytoplasmic GR-EGFP intensity; stronger effect = higher value
Dynein transport nuclear GR-EGFP: also measured in Dynein transport; calls as there; z-score; measured here: nuclear GR-EGFP intensity;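 lower value marks the stronger effect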
Dynein transport cell count: further read-out of Dynein transport, marked with its call; z-score; measured here: cell count per field
bCat nuc transl cell count 5 µM: further read-out of bCat nuc transl, marked with its call; cell count; measured here: cell count, cytotoxicity flag
T cell HTS vesicle-bound %: also measured in T cell HTS; calls as there; double positive events, %; measured here: CD8+ vesicle-bound cell fraction;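 binding gate set so that unloaded-vesicle control wells show 10% double positive cells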
MT stabilizer Hoechst-high %: second read-out of MT stabilizer, no call of its own (marks repeat the call); % Hoechst-high responders; measured here: nuclear condensation Hoechst responders;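 share of cells brighter than vehicle mean plus two SD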
MT stabilizer cytotoxicity %: second read-out of MT stabilizer, no call of its own (marks repeat the call); toxicity, %; measured here: cytotoxicity by cell density;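 0% = mean cell density of plate MIN control wells and 100% = no cells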
Autophagy mod cell loss 18 h: also measured in Autophagy mod; calls as there; toxicity, %; measured here: cell loss, nuclei count;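 cell loss after 18 h compound exposure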
* marks the source's active call; other numbers are inactive results; i = inactive; ? = inconclusive; · = not tested or not shown.

SMILES | WT yeast gro inh | WT yeast gro inh mutant strain | M17LAP inhibition | Dynein transport | Dynein transport cytoplasmic EGFP | Dynein transport nuclear GR-EGFP | Dynein transport cell count | Yfh1-depleted yeast | P. falciparum M1AAP | Autophagy mod | Autophagy mod cell loss 18 h | T cell HTS | T cell HTS vesicle-bound % | bCat nuc transl | bCat nuc transl cell count 5 µM | MT stabilizer | MT stabilizer Hoechst-high % | MT stabilizer cytotoxicity %
Cc1ccccc1NC(=O)CSc1nc2ccccc2c2nc(CCn3cncc3C)nn12 | 1 | -19 | -11% | 0.38 | -0.25 | 0.24 | -0.26 | i | 3% | i | -1 | i | 49 | 1.2 | 1157 | 4.3 | 1.7 | 3.7
c1cncc(-c2nnc3n2N=C(c2cccs2)CS3)c1 | -4 | -9 | 4% | -0.78 | -0.23 | -0.16 | 0.39 | i | 14% | i | 2 | i | 30 | · | · | 2.5 | 2.1 | 6.4
CC1(C)CC(=O)c2c(nn(-c3ccccc3)c2-c2ccncc2)C1 | -9 | 16 | 9% | -0.27 | -0.12 | 0.16 | -0.037 | i | -3% | i | 0 | i | 40 | -0.9 | 1217 | 2.5 | 2.1 | 2.8
COC(=O)c1cn(CC(=O)NCc2ccco2)c2ccccc12 | 15 | 3 | -5% | -0.82 | -0.23 | -0.11 | -0.22 | i | 0% | i | -5 | i | 40 | · | · | 2.6 | 1.4 | 2.9
CCCCN(CCCC)CC1OCc2ccccc2CO1 | 4 | 8 | -2% | 3.7 | -0.14 | 1.5 | -2.3 | i | -1% | i | -3 | i | 49 | 1.0 | 1272 | 2.6 | 1.4 | 0.5
O=C(O)CCC(=O)Nc1ccccc1C(=O)N1CCN(c2ccc(Cl)cc2)CC1 | -4 | 4 | 15% | 0.15 | -0.35 | 0.2 | 0.59 | i | 4% | i | 13 | i | 28 | -0.2 | 1478 | 1.6 | 1.4 | 7.9
CN1C(=O)CC(N2CCN(CC(=O)N3CCCC3)CC2)C1=O (stereo unspecified) | 9 | 14 | -1% | -0.5 | -0.18 | -0.25 | 0.32 | i | 1% | i | -6 | i | 46 | -6.9 | 1044 | 1.2 | 2.4 | 11
C=CCNCCCOc1ccc(Cl)cc1Br | 6 | 1 | 4% | 0.44 | -0.26 | 0.11 | -0.79 | i | 0% | i | 7 | i | 28 | 0.1 | 581 | 4.2 | 1.7 | 7.1
Cc1onc(C(=O)NC(C)c2ccccc2)c1[N+](=O)[O-] (stereo unspecified) | 0 | 4 | -3% | -0.29 | -0.28 | 0.095 | 0.14 | i | -4% | i | 13 | i | 57 | 0.5 | 1071 | 4.8 | 1.6 | 2.5
CC1CN(CC(=O)Nc2ccccc2Sc2ccccc2)CC(C)O1 (stereo unspecified) | -2 | -22 | -8% | -0.56 | -0.25 | -0.075 | 0.85 | i | 3% | i | 0 | i | 40 | 0.4 | 1053 | 2.9 | 3.3 | 5.0
COCCN(C(=S)Nc1ccc(Cl)cc1OC)C1CCN(C(C)=O)CC1 | · | · | -3% | 2.1 | -0.12 | 2.4 | -2.7 | i | -6% | · | · | i | 40 | 1.7 | 1353 | · | · | ·
CCN1CC=C2C(C#N)=C(N)C(C#N)(C#N)[C@H](c3cccc(OC)c3OC)[C@H]2C1 | 1 | 6 | -4% | -2.6 | 22 | 2.9 | -0.051 | i | 10% | ? | · | i | 58 | · | · | 3.5 | 1.3 | 3.6
CC1c2nc3ccccc3n2C(CC(=O)NC2CC2)C(=O)N1Cc1ccccc1 (stereo unspecified) | -16 | 14 | 1% | -0.16 | -0.31 | 0.075 | 0.017 | i | 4% | i | 8 | i | 64 | 0.7 | 1083 | 1.2 | 1.6 | 12
COc1ccc(-c2cc(-c3n[nH]c(=S)n3-c3cccc4ccccc34)[nH]n2)cc1 | -11 | 9 | 1% | -0.72 | -0.27 | 0.0044 | 0.63 | i | 7% | i | 38 | i | 14 | 0.3 | 1585 | 3.0 | 4.0 | 11
O=C(Cc1coc(-c2ccc(F)cc2)n1)N1CCOCC1 | 13 | 16 | 14% | 0.43 | -0.19 | 1.1 | -0.071 | i | 7% | i | 23 | i | 22 | -2.0 | 1220 | 1.8 | 2.4 | 15
Cc1cccc(-n2cc(-c3ccc([N+](=O)[O-])cc3)[nH]c2=S)c1 | -14 | 12 | 2% | -0.91 | -0.052 | -0.43 | 0.6 | i | 11% | i | 12 | i | 44 | 7.3 | 972 | 6.4 | 2.1 | 9.3
Nc1n[nH]c(S(=O)(=O)CCCc2ccccc2)n1 | -1 | -10 | 1% | -1.3 | -0.27 | -0.3 | 0.78 | i | -1% | i | 11 | i | 6 | -5.0 | 965 | 2.7 | 2.4 | 6.8
CCC(OC(=O)c1nsc(Cl)c1Cl)C(=O)NCc1ccco1 (stereo unspecified) | 0 | 2 | 11% | -0.17 | -0.22 | -0.17 | 0.94 | i | 29% | i | 4 | i | 22 | -3.1 | 1023 | 1.7 | 1.7 | 3.5
Cc1ccc(CC(=O)Nc2cccc([N+](=O)[O-])c2)cc1 | -13 | -20 | -4% | 1.2 | -0.22 | 0.35 | -1.6 | i | 4% | i | 5 | i | 50 | -3.8 | 1072 | 3.1 | 1.4 | 9.6
NC(=O)Cn1nnc(-c2ccc(NC(=O)c3ccc(F)cc3)cc2)n1 | 5 | 3 | -6% | 0.92 | -0.32 | 0.84 | 0.08 | i | 0% | i | 21 | i | 52 | -3.3 | 1202 | 3.6 | 2.5 | 5.0
COc1ccc(CNC(=O)CN(Cc2ccc(Cl)cc2)S(C)(=O)=O)cc1 | -1 | 4 | -1% | -0.24 | -0.07 | 0.071 | 0.31 | i | -2% | i | 2 | i | 38 | -1.3 | 549 | 5.0 | 2.1 | 2.1
CCc1c(C)sc(NC(=O)c2ccccc2[N+](=O)[O-])c1C(N)=O | 2 | -1 | 0% | -0.4 | -0.072 | -0.43 | 0.63 | i | 3% | i | -8 | i | 26 | -5.1 | 596 | 4.5 | 2.4 | 5.3
Cc1nn(-c2ccccc2)c(C)c1/C=N/NC(=O)c1cccs1 | 7 | 14 | -4% | 0.67 | -0.25 | 0.38 | -0.28 | i | 2% | i | 10 | i | 5 | 0.0 | 1108 | 20 | 22 | 34
COc1ccc(/C(N)=N/OC(=O)Cc2cccs2)cc1OC | -13 | -17 | -5% | 0.43 | -0.19 | 0.65 | -0.36 | i | 14% | i | -8 | i | 3 | 1.1 | 525 | 4.9 | 2.8 | 8.1
COc1ccccc1NS(=O)(=O)c1ccc(/C=C/C(=O)O)cc1 | -1 | 15 | -9% | 0.83 | -0.37 | 0.064 | 0.26 | i | 0% | i | 6 | i | 61 | 0.1 | 1080 | 4.0 | 1.4 | 19
Cc1nn(C)c(C)c1/C=N/NC(=O)C(C)(C)Oc1ccc(Cl)cc1 | 18 | -3 | -8% | -0.88 | -0.3 | -0.34 | 0.74 | i | 1% | i | 25 | i | 39 | -3.0 | 1260 | 1.6 | 0.8 | 1.2
O=C(/C=C/c1ccccc1)Nc1nc(-c2ccncc2)cs1 | 31 | -22 | -16% | 1.5 | -0.2 | 0.93 | 0.022 | i | -3% | i | -2 | i | 36 | -1.2 | 1104 | 5.7 | 3.1 | 4.7
CC(C)NC(=O)NNC(=O)Cn1nnc(-c2cccc(Cl)c2Cl)n1 | · | · | -4% | 0.92 | -0.14 | 0.41 | -0.82 | i | -1% | · | · | i | 33 | 2.8 | 1294 | · | · | ·
Nn1c(SCC(=O)N2CCCc3ccccc32)nncc1=O | -9 | -22 | -16% | 2.5 | -0.12 | 1.5 | -1.5 | i | 8% | i | 5 | i | 50 | 1.5 | 1201 | 3.7 | 2.7 | 4.7
CCN1CCC(=NNC(=O)CC23CC4CC(CC(C4)C2)C3)CC1 | -7 | -21 | 8% | 0.83 | -0.21 | 0.78 | -0.31 | i | 10% | i | 21 | i | 47 | -0.9 | 1374 | 3.8 | 1.9 | 7.9
COc1cc(OC)c(-c2nn3c(C4CCCCC4)nnc3s2)cc1OC | 54 | 20 | 9% | -0.13 | -0.22 | 0.13 | 0.44 | i | 3% | i | 4 | i | 35 | -1.4 | 1006 | 1.2 | 1.9 | 3.9
CC1=C(C)C(=O)C(CCCCC#CCCCC#CCO)=C(C)C1=O | 10 | -7 | 53µM* | -1.6 | -0.11 | -0.2 | 0.64 | 95µM* | 4% | i | 12 | i | 20 | · | · | 2.2 | 2.0 | 4.7
O=Cc1ccc(N2CCCC2)c([N+](=O)[O-])c1 | 5 | -21 | 37% | 0.56 | -0.27 | 0.38 | 1.2 | i | 6% | i | 6 | i | 46 | -5.0 | 1090 | 3.7 | 2.6 | 0.8
O=C(Cn1cc([N+](=O)[O-])cn1)NCc1ccc(-n2cccn2)cc1 | -9 | -11 | -4% | -0.42 | -0.26 | -0.038 | 0.33 | i | -1% | i | -11 | i | 47 | -0.1 | 1115 | 1.5 | 1.6 | 5.5

Screening data: PubChem BioAssay, several laboratories
